# From PubChem BioAssay
# Fibroblast inh = blocks proliferation of human lung fibroblasts. actives 1.1% (n = 85,000). viability, % at 10 µM. LL 47 human lung fibroblast viability, ATP luminescence; active compounds read low. AID 719;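 active = viability at or below 50% in the single dose screen; inactive = viability above 50%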;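 note: compound exposure lasted 72 h before the ATP readout; 100% = median luminescence of untreated cell-only wells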
#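 Test system: LL 47 human lung fibroblasts; Quantity: 1,150 cells/well; Buffer or medium: IMEM plus 15% FBS; Dosing: tenfold compound dosing solution, DMSO at 0.1%; Timing: overnight cell rest, 72 h compound treatment at 37 °C; Detection: ATP-based CellTiter-Glo luminescent readout; Read-out basis: viability percentage against median untreated-cell control; Controls: cell-only wells, no compound.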
# S1P2 antag = blocks the human S1P2 receptor; O95136; cell-based S1P2 antagonist assay, inhibition at 5 uM; inhibition, % at 5 µM; actives 0.21% (n = 97,000); AID 736; in the data active = inhibition above about 45%;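 note: CRE beta-lactamase reporter cells expressing human S1P2 stimulated with S1P; 0% = agonist at EC80 alone and 100% = agonist plus reference antagonist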
# PTPN22 act = increases human PTPN22 phosphatase activity | Q9Y2R2 | actives 0.11% (n = 96,000) | activation, % at 2 µM | recombinant LYP, DiFMUP fluorescence; 0 = plate median, 100 = signal doubled;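 active = activation at 2 µM above a set limit, the mean plus 5 SD, cut at about 37% in these data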
# Target sequence (Q9Y2R2 whole entry, looked up): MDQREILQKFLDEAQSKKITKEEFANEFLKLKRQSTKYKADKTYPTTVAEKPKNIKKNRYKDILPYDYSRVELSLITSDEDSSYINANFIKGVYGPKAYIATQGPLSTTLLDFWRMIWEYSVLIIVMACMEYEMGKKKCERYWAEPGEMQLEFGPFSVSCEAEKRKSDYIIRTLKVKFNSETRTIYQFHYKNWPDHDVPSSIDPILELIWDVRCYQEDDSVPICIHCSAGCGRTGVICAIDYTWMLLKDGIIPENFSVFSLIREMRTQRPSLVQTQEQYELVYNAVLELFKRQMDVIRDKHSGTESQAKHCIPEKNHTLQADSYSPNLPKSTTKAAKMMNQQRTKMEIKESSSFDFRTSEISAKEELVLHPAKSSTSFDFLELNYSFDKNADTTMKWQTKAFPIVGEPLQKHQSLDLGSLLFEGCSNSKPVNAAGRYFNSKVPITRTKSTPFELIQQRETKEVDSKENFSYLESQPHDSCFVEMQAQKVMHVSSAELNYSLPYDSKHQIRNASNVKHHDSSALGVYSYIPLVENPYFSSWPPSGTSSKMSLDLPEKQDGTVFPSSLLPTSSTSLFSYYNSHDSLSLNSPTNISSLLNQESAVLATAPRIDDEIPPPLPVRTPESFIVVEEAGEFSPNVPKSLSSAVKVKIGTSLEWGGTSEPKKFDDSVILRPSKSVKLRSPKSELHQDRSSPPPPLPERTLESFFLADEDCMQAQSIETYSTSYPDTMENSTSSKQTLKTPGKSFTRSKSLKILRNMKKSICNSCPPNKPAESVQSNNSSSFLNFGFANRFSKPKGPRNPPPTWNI
# HUVEC inhibit = human endothelial cell proliferation inhibition | HUVEC proliferation, CellTiter-Glo luminescence, 72 h; active compounds read low | actives 1.1% (n = 86,000) | viability, % at 10 µM (by protocol);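 active = viability at or below 30%; inactive = viability above 30%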;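 note: 100% = median luminescence of DMSO-only cell control wells on each plate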
# H69AR growth 86K = blocks growth of human H69AR lung tumor cells | H69AR lung tumor viability, ATP luminescence, 72 h; active compounds read low | viability, % at 10 µM | actives 6% (n = 85,000);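 active = viability at or below 40%; inactive = viability above 40%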;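 note: multidrug resistant small cell line overexpressing MRP-1 efflux transporter; 100% = mean luminescence of untreated control wells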
# sEH activator = activators of human soluble epoxide hydrolase. purified human sEH enzymatic activity, activator screen. activation, % at 2 µM. actives 0.04% (n = 91,000); in the data active = activation above about 37%; note: values of inactives mirror those of a sister screen read the other way
# PostGolgi ctrl = yeast control strain growth, post-Golgi counter-screen | efflux-deficient yeast background strain, growth absorbance A615, 16 h | inhibition, % at 10 µM | actives 5% (n = 98,000) | AID 738; in the data active = inhibition above about 30%
# sEH inh = blocks human soluble epoxide hydrolase activity | inhibition, % at 2 µM | P34913 | actives 0.34% (n = 91,000) | recombinant human sEH enzymatic activity assay; in the data active = inhibition above about 80%; note: values of inactives mirror those of a sister screen read the other way; many of its hits are not listed in these tables
# S1P2 ag = S1P2 (human) receptor agonism. O95136. S1P2-expressing cell line, agonist reporter read-out. activation, % at 4.5 µM. actives 0.46% (n = 97,000). AID 729; in the data active = activation above about 16%;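 note: 0% = vehicle low control and 100% = maximal reference agonist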
# Numbers without * were called inactive; x = not tested or not shown. Not all compounds are listed (hit frequency here may not be typical).
# Keys: A = Fibroblast inh; B = S1P2 antag; C = PTPN22 act; D = HUVEC inhibit; E = H69AR growth 86K; F = sEH activator; G = PostGolgi ctrl; H = sEH inh; I = S1P2 ag
CS(=O)(=O)N1CCN(C(=O)c2ccncc2)CC1
  A = 97; B = 1; C = -1; D = 93; E = 83; F = -8; G = 5; H = 7; I = -2

Cc1ccc(S(=O)(=O)N2CCN(C(=O)COC(=O)COc3ccccc3)CC2)cc1
  A = 95; B = 7; C = -9; D = 98; E = 103; F = -7; G = 0; H = 6; I = -2

CC(=O)c1sc(NC(=O)c2ccccc2F)nc1C
  A = 85; B = 15; C = 6; D = 80; E = 72; F = 28; G = 18; H = -30; I = -7

NCC(O)COc1ccc2c(c1)OCO2 (configuration not stated)
  A = 92; B = 5; C = -9; D = 92; E = 96; F = 4; G = 12; H = -5; I = -4

COc1ccc(N=C2SC(C(N)=O)CC(=O)N2CCc2ccc(OC)c(OC)c2)cc1 (configuration not stated)
  A = 103; B = -7; C = -5; D = 108; E = 74; F = 0; G = 1; H = 3; I = -8

CSCc1c(C(=O)NC2CCCc3ccccc32)oc2ccccc12 (configuration not stated)
  A = x; B = 5; C = 14; D = x; E = x; F = 14; G = 30; H = -11; I = -1

CC(C)(C)c1ccc(C(=O)N2CCC(C(=O)NCc3ccncc3)CC2)cc1
  A = 94; B = -5; C = 7; D = 85; E = 98; F = -4; G = -10; H = 4; I = -2

O=C(COC(=O)c1cccnc1Cl)c1ccccc1
  A = 98; B = -4; C = 7; D = 107; E = 87; F = 15; G = 32*; H = -13; I = -1

CC(=O)Nc1c2c3c(cccc3n(C)c1=O)C(=O)c1ccccc1-2
  A = 94; B = 6; C = 4; D = 84; E = 74; F = 19; G = -6; H = -17; I = -4

OC1CCCN(Cc2cccc3ccccc23)C1 (configuration not stated)
  A = 96; B = x; C = x; D = 88; E = 72; F = x; G = 6; H = x; I = x

CC(CN1CCCCC1)OC(=O)c1ccc2c(c1)OCO2 (configuration not stated)
  A = 98; B = 4; C = -7; D = 109; E = 102; F = 0; G = 4; H = -1; I = -5

CC(c1ccccc1)n1cc(C(=O)NCc2ccccn2)nn1 (configuration not stated)
  A = 107; B = -2; C = 2; D = 111; E = 101; F = 5; G = 3; H = -3; I = -1

Cc1cccc(-c2noc(CCC(=O)NCc3ccco3)n2)c1
  A = 105; B = 13; C = 0; D = 94; E = 93; F = -1; G = -6; H = 0; I = -1

CCOC(=O)NCc1ccc(S(=O)(=O)Nc2ccc(C)cc2)cc1
  A = 97; B = -5; C = 1; D = 105; E = 98; F = 6; G = x; H = -6; I = -2

Cc1nc2sc(-c3ccccc3)cc2c(=O)[nH]1
  A = 103; B = -19; C = 2; D = 84; E = 86; F = 6; G = -3; H = -6; I = -5

BrC(=C\c1ccccc1)/C=N/N1CCN(c2ccccn2)CC1
  A = x; B = -17; C = 3; D = x; E = x; F = 7; G = 38*; H = -7; I = -5

Cc1ccc(OCC(=O)n2nc(C)cc2C)c(Br)c1
  A = 111; B = -9; C = 6; D = 99; E = 86; F = -5; G = x; H = 6; I = -1

O=C(NC(=S)NCc1ccccc1)c1ccccc1F
  A = x; B = 22; C = 3; D = x; E = x; F = -6; G = 7; H = 5; I = -5

CSc1cnn(-c2ccccc2)c(=O)c1SC
  A = 98; B = -4; C = -1; D = 106; E = 93; F = -2; G = 7; H = 4; I = -3

COc1cc(/C=C2/N=C(C3CCCCC3)OC2=O)cc(OC)c1OC
  A = 97; B = 3; C = 0; D = 82; E = 94; F = 10; G = 3; H = -6; I = -5

# One compound at a time, from the list above. Screens in order: Fibroblast inh | S1P2 antag | PTPN22 act | HUVEC inhibit | H69AR growth 86K | sEH activator | PostGolgi ctrl | sEH inh | S1P2 ag
# Shown for Cc1nc2sc(-c3ccccc3)cc2c(=O)[nH]1 = 103 | -19 | 2 | 84 | 86 | 6 | -3 | -6 | -5
# Shown for CC(c1ccccc1)n1cc(C(=O)NCc2ccccn2)nn1 (configuration not stated) = 107 | -2 | 2 | 111 | 101 | 5 | 3 | -3 | -1
# Shown for BrC(=C\c1ccccc1)/C=N/N1CCN(c2ccccn2)CC1 = x | -17 | 3 | x | x | 7 | 38* | -7 | -5

# (list continues)
# Keys: A = Fibroblast inh; B = S1P2 antag; C = PTPN22 act; D = HUVEC inhibit; E = H69AR growth 86K; F = sEH activator; G = PostGolgi ctrl; H = sEH inh; I = S1P2 ag
O=C1CC(c2cccc(Cl)c2)C(n2cncn2)C(=O)C1C1NCCc2ccccc21 (configuration not stated)
  A = 99; B = -45; C = 1; D = 96; E = 88; F = -3; G = 0; H = 4; I = -3

CC(=O)NCCn1c(SCC(=O)c2ccccc2)nc2ccccc2c1=O
  A = 92; B = 2; C = -2; D = 100; E = 91; F = -12; G = 24; H = 11; I = 0

CCOC(=O)c1[nH]cnc1C(=O)Nc1ccccn1
  A = 95; B = 5; C = -4; D = 83; E = 87; F = x; G = 24; H = x; I = -2

Cn1c(=O)c2c(nc(SCc3cccnc3)n2Cc2ccccc2)n(C)c1=O
  A = x; B = -6; C = -2; D = x; E = x; F = -1; G = 18; H = 0; I = -5

COc1ccc(C(=O)Cn2nnc(-c3ccccc3NC(=O)C3CC3)n2)cc1
  A = 97; B = 4; C = -4; D = 87; E = 73; F = -1; G = 1; H = 2; I = -1

OC(COc1ccc2c(c1)CCC2)Cn1cnc2ccccc21 (configuration not stated)
  A = 90; B = -10; C = 5; D = 80; E = 77; F = 0; G = 2; H = 5; I = 1

CCC(C)c1ccc(OCCCCN2CCOCC2)cc1 (configuration not stated)
  A = 92; B = 6; C = 2; D = 79; E = 82; F = 8; G = 23; H = -8; I = -2

COc1cc(NC(=O)c2ccccc2)c(OC)cc1NC(C)=O
  A = 90; B = -14; C = -9; D = 96; E = 105; F = 4; G = 10; H = -4; I = -4

CCOc1ccccc1NC(=O)c1ccccc1N(C)S(C)(=O)=O
  A = 103; B = -11; C = 4; D = 97; E = 101; F = -2; G = 4; H = 3; I = -5

O=C(CCS(=O)(=O)c1ccc(Br)cc1)NCc1cccs1
  A = 114; B = x; C = x; D = 93; E = 105; F = x; G = 6; H = x; I = x

CC(C)Cc1nc2sc3c(NCc4ccco4)ncnc3c2c2c1COC(C)(C)C2
  A = x; B = -64; C = 0; D = x; E = x; F = -2; G = 6; H = 2; I = 1

Cc1c(NC(=O)c2ccc3c(c2)OCO3)cccc1-c1nc2ccccc2s1
  A = x; B = 23; C = -6; D = x; E = x; F = -36; G = 13; H = 37; I = -14

O=C(O)CCCC(=O)Nc1ccc(C(=O)N2CCCCC2)cc1
  A = 103; B = -8; C = -11; D = 102; E = 103; F = 8; G = -3; H = -5; I = 2

CCc1nc2n[nH]c(N)c2c2c1CSC(C)(C)C2
  A = x; B = -31; C = 9; D = x; E = x; F = 4; G = -1; H = -4; I = 2

CC1CCc2c(sc3nc(SCC(=O)NCc4ccco4)nc(N)c23)C1 (configuration not stated)
  A = 85; B = 2; C = 3; D = 65; E = 35*; F = -15; G = 5; H = 14; I = -5

Cc1c(C(=O)OCc2ccccc2)[nH]c2c1C(=O)CC(c1ccco1)C2 (configuration not stated)
  A = 27*; B = x; C = x; D = 22*; E = 26*; F = x; G = 11; H = x; I = x

O=C(O)/C=C/C(=O)Nc1ccc(F)cc1F
  A = x; B = 11; C = -1; D = x; E = x; F = 7; G = 12; H = -4; I = -8

Cn1c(=O)[nH]c(=O)c2c1nc(SCC(=O)Nc1ccccc1)n2Cc1ccccc1
  A = 95; B = 20; C = 2; D = 85; E = 87; F = 13; G = 6; H = -15; I = -4

C#CCOC(=O)Nc1cccn(Cc2c(Cl)cccc2Cl)c1=O
  A = x; B = 8; C = -7; D = x; E = x; F = -2; G = 4; H = 3; I = -3

COc1ccc(NC2=CC(=O)CC(c3ccccc3)C2)c(OC)c1 (configuration not stated)
  A = x; B = 3; C = 16; D = x; E = x; F = -4; G = 11; H = 6; I = -7

N#Cc1c(-c2ccco2)cc(-c2ccccn2)nc1N
  A = 88; B = -35; C = 8; D = 86; E = 35*; F = -19; G = 9; H = 22; I = 3

CCC(C)C(NC(=O)[C@@H](NC(=O)c1ccccc1F)C(C)C)C(=O)OC (some centres not stated)
  A = x; B = -16; C = 18; D = x; E = x; F = 0; G = 12; H = -1; I = -1

CC(C)NC(=O)N1CCN(c2ccncc2S(=O)(=O)N2CCOCC2)CC1
  A = x; B = 8; C = 2; D = x; E = x; F = 16; G = -4; H = -15; I = -1

O=C(NCc1cccnc1)c1cccc(F)c1
  A = 96; B = -6; C = -5; D = 105; E = 109; F = x; G = 8; H = x; I = -2

COc1ccccc1NC(=O)CN1CCN(CC(=O)Nc2ccc3c(c2)OCO3)CC1
  A = 103; B = x; C = x; D = 94; E = 9.8*; F = x; G = 0; H = x; I = x

CC(=O)Nc1nc(C)nc(-c2ccccc2OC(C)=O)n1
  A = 105; B = -20; C = 1; D = 100; E = 103; F = 8; G = -6; H = -4; I = -3

Cc1ccc(-c2csc3nnc(SCc4csc(C)n4)n23)cc1
  A = 89; B = -15; C = 0; D = 73; E = 53; F = 4; G = 12; H = -6; I = 0

CN(CC(=O)NC1CCCCC1)S(=O)(=O)c1cccc2cccnc12
  A = 101; B = 0; C = 4; D = 102; E = 89; F = -5; G = 14; H = 4; I = -3

Cc1ccccc1NC(=O)C1(C)Cc2ccccc2C(=O)O1 (configuration not stated)
  A = 105; B = 0; C = -1; D = 97; E = 109; F = 1; G = x; H = -1; I = -4

Cc1ccc(NC(=O)Cn2cnc3sc(C(=O)NCCN(C)C)c(C)c3c2=O)cc1Cl
  A = 58; B = 24; C = 5; D = 8.3*; E = 72; F = 8; G = x; H = -6; I = -9

CCCCCCn1c(C)nc2c(c1=O)c1nc3ccccc3nc1n2/N=C/c1ccco1
  A = 99; B = -12; C = -13; D = 18*; E = 3.8*; F = -1; G = -1; H = 3; I = -1

C=CCSc1nnc(-c2cccnc2)o1
  A = 103; B = 10; C = -9; D = 100; E = 97; F = -1; G = 5; H = 0; I = -5

CCOc1ccc(NC(=O)c2cc3cc4ccc(OC)cc4nc3o2)cc1
  A = 105; B = 8; C = -12; D = 102; E = 93; F = 6; G = 2; H = -11; I = -2

CCOCCCn1c(=N)c(C(N)=S)cc2c(=O)n3cccc(C)c3nc21
  A = 96; B = -19; C = 3; D = 91; E = 60; F = -2; G = 10; H = 4; I = -1

Cc1cccc(OCC(O)Cn2c(=N)n(CCN3CCCCC3)c3ccccc32)c1 (configuration not stated)
  A = 69; B = 34; C = 0; D = 51; E = 5.5*; F = 3; G = 12; H = -3; I = -2

COc1ccc(CC(=O)OCc2cc3ccc(C)cc3[nH]c2=O)cc1
  A = 96; B = -10; C = 8; D = 102; E = 101; F = 4; G = 2; H = -5; I = -2

O=C1CC(c2cccs2)CC2=C1C(c1ccccc1)n1ncnc1N2 (configuration not stated)
  A = 97; B = -6; C = 4; D = 94; E = 85; F = -2; G = 10; H = 3; I = -5

CCOC(=O)C[n+]1c(C)sc2ccc(OC)cc21
  A = x; B = 13; C = 0; D = x; E = x; F = 0; G = -3; H = 2; I = -7

Cc1ccc(CN2CCN(CC3CC4C=CC3C4)CC2)cc1 (configuration not stated)
  A = 99; B = -16; C = 6; D = 94; E = 85; F = -1; G = 1; H = 2; I = 1

COc1ccc(-c2cc(C(=O)NCc3ccc(Cl)cc3)no2)cc1OC
  A = x; B = -8; C = -3; D = x; E = x; F = 15; G = 9; H = -17; I = -7

CCN(CC)C(=O)Cn1c(=O)n(-c2ccccc2)c(=O)c2c3c(sc21)CCC3
  A = 109; B = 2; C = -6; D = 111; E = 94; F = 1; G = -2; H = 0; I = 1

O=C(CN1CCN(c2ccccn2)CC1)N1c2ccccc2Sc2ccc(C(F)(F)F)cc21
  A = 95; B = 13; C = -13; D = 85; E = 70; F = 10; G = 41*; H = -12; I = -3

Cc1cccc(/C=N/n2c(C)cc(C)c(C#N)c2=O)c1
  A = 107; B = 20; C = -15; D = 98; E = 97; F = 0; G = x; H = 1; I = -7

COc1ccc(N2CCN(C(=O)Cc3cccs3)CC2)cc1
  A = 99; B = -1; C = -2; D = 98; E = 101; F = 1; G = 2; H = 1; I = -11
